# Screening data: PubChem BioAssay, Broad Institute
# esBAF inh = inhibitors of esBAF chromatin remodeling in mouse ES cells; 350,000 tested, 2% active; Bmi1-luciferase knock-in reporter, 24 h; 100% = twice the neutral-well signal; reporter increase, % at 12.5 µM; in the data active = activation above about 40%; inconclusive = no clear call, values can overlap the other calls;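 also: 0% = median of the plate's neutral control wells and 100% = double that signal; a rise in the Bmi1 reporter signal indicates esBAF inhibition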
# FN deposit inh = fibronectin deposition inhibition. AH1F fibroblasts, Alexa488-fibronectin deposition fluorescence, overnight. inhibition, % at 12.6 µM. 350,000 tested, 0.086% active. AID 743247;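 active = mean inhibition across replicates of 30% or more, regardless of how many single replicates reach that level; inconclusive = mean under 30% yet at least half of replicates reach 30%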;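 also: positive control wells lacked labelled fibronectin entirely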
#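 Material: AH1F fibroblasts assembling fluorescent fibronectin matrix; amount: 10000 AH1F cells/well; medium: DMEM, 2% serum; reagent: Alexa488-fibronectin, 24 nM final in well; dosing: single compound dose, delivered by pin transfer; incubation: 1 h adhesion, overnight exposure; detection: fluorescence after three HBSS washes, excitation 485 nm, emission 525 nm; measure: fibronectin deposition inhibition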
# Xi reactivation = X-chromosome reactivation activator; XiGFP mouse fibroblasts, % GFP-positive cells imaging, 3 d; cells co-treated with 5-aza-dC sensitizer; scaled so ellipticine positive control = 100%; activation, % at 7.58 µM; 360,000 tested, 0.055% active;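 active = mean normalized replicate activation at least 10% and every replicate at or above 10%; inconclusive = only one of the two criteria met; inactive = mean below 10% and not all replicates reach 10%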;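 also: 0% = median of on-plate neutral control wells and 100% = ellipticine 6 µM median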
#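 Material: SV40-immortalized XiGFP fibroblast cells, line 68-5-11 | Buffer or medium: DMEM containing 5-aza-dC | Dosing: One concentration, pinned | Times: 3 d treatment, 15 min room-temperature fixation | Controls: Ellipticine 6 µM positive control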
# S100A4 inh HTS = blocks human S100A4 binding to myosin IIA peptide | AID 652163 | inhibition, % at 10.7 µM | 360,000 tested, 0.14% active | P26447 | S100A4/TAMRA-MyoIIA peptide fluorescence polarization;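 active = mean inhibition of at least 70% across replicates, with every replicate also reaching that level; inconclusive = mean inhibition reaches 70% but some replicates fall short; inactive = mean inhibition below 70%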
# Target sequence (P26447 whole entry, looked up): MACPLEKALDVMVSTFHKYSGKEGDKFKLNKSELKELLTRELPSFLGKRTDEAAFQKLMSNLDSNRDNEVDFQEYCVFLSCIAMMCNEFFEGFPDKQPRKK
#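 Test system – S100A4 monomer (human) · Compound – single-point compound testing · Schedule – 5 min incubation before reading · Probe or stimulus – TAMRA-labelled myosin IIA heavy-chain peptide probe, 5 nM · Benchmarks – neutral control DMSO, positive control TFP · Medium – Calcium-containing HEPES buffer, pH 7.2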
# E-sel inducer = induces E-selectin expression in human endothelial cells. 260,000 tested, 0.37% active. P16581. HUVEC E-selectin immunofluorescence imaging; normalized: neutral wells 0, TNF-alpha wells 100. activation, % at 7.58 µM;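 active = mean E-selectin-positive cell signal at least 10% of the positive control, reached in at least 60% of replicates, without over 20% cell loss; inconclusive = no rule given, readout overlaps actives, possibly toxicity-flagged; inactive = the rest, including those meeting only one limit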;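 also: in these data hits start at about 27%; measured in HUVEC primary endothelial cells; signal is the percent of cells scored E-selectin positive by PE staining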
#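 assay system = HUVEC, human umbilical vein endothelial cells | input = 3,000 HUVEC seeded per well | medium = EGM-2 growth medium on 0.1% gelatin-coated wells | dosing = one compound dose added by pin transfer | signal = immunofluorescence imaging | read-out basis = % PE-positive cells | control set = TNF-alpha, DMSO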
# RAD54 inh = inhibitors of human RAD54 branch migration | RAD54 Holliday junction branch migration, FAM/BHQ fluorescence | AID 602329 | Q92698 | inhibition, % at 10.4 µM | 360,000 tested, 0.14% active;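 active = mean normalized replicate activity at least 40 and at least half of replicates scoring 40 or more; inconclusive = only one of the two criteria met; inactive = mean below 40 and under half of replicates reaching 40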;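 also: 0% = median of neutral control wells and 100% = median of positive control wells; inhibitors cause a drop in the FAM fluorescence signal; in these data hits start at about 50%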
# Target sequence (Q92698 whole entry, looked up): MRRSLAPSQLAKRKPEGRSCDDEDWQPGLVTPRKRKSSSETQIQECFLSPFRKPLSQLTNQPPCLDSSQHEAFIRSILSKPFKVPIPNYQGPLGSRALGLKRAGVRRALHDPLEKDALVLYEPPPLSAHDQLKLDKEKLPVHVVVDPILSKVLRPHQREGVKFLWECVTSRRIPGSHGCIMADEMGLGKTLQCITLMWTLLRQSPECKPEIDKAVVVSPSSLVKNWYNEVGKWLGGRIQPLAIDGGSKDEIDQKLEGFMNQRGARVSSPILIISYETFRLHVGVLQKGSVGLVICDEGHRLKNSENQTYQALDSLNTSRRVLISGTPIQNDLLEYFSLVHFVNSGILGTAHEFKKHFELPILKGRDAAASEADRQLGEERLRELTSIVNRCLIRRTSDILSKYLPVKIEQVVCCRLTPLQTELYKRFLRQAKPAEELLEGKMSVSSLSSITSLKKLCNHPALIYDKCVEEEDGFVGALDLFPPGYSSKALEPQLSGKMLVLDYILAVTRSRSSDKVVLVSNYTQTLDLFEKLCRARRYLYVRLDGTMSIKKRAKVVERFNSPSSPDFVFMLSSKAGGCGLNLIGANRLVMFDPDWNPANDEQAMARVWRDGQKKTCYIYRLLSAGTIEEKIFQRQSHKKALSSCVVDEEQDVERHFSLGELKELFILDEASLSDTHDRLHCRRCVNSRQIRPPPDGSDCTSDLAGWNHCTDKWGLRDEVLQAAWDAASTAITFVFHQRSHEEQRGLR
# RAD52 anneal inh = blocks human RAD52 DNA annealing; 360,000 tested, 0.46% active; AID 651710; recombinant RAD52 DNA annealing, FRET fluorescence; P43351; inhibition, % at 18.7 µM;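 active = every replicate showing at least 50% inhibition; inconclusive = mean inhibition at least 50% but not in every replicate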
# EWS-Fli block = blocks EWS/Fli oncoprotein-driven transcription. A673 NR0B1-luciferase reporter, viability-normalised. inhibition, % at 12.6 µM. 350,000 tested, 0.67% active;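 active = mean inhibition of at least 50% after viability correction, with every replicate also passing that limit; inconclusive = mean reaches 50% but only one of two replicates passes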;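 also: firefly luciferase signal divided by Alamar Blue viability fluorescence both relative to DMSO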
# * marks the source's active call; other numbers are inactive results; ? = inconclusive; . = not tested or not shown.
# A first look:
SMILES,esBAF inh,FN deposit inh,Xi reactivation,S100A4 inh HTS,E-sel inducer,RAD54 inh,RAD52 anneal inh,EWS-Fli block
OC(c1ccccc1)c1ncc(-c2ccccc2F)[nH]1 (stereo not given),62*,-2,0.2,3,-0.1,-4,-11,-83
COC(=O)C1SCC2C(=O)N(Cc3cccc(C)c3)CC(=O)N21 (stereo not given),.,-6,0.1,2,.,-6,-7,6
COc1cccc(-n2cc(C(=O)NC(C)C)c3ccccc3c2=O)c1,1,1,0.4,6,0.8,5,-3,8
CC(=O)Nc1ccc(S(=O)(=O)NCCC(=O)NCC2COc3ccccc3O2)cc1 (stereo not given),-7,3,0.2,9,6.5,7,-9,-14
CCCCN(CC)CCCNC(=O)CN1C(=O)CSc2ccc(S(=O)(=O)N3CCOCC3)cc21,.,-3,0.0,3,.,.,-4,-11
COc1ccc(NC(=S)N2CCN(CCN3C(=O)c4cccc5cccc(c45)C3=O)CC2)cc1,5,-5,0.0,-6,4.4,23,-23,-6
COc1cc2c(cc1OC)C(c1cccc([N+](=O)[O-])c1)N(C(=O)CCC(=O)O)CC2 (stereo not given),0,4,0.1,-4,0.1,-11,-15,-13
C[C@H]1CCCCO[C@@H](CN(C)C(=O)Nc2ccc(C(F)(F)F)cc2)[C@@H](C)CN([C@@H](C)CO)C(=O)c2cc(NS(=O)(=O)c3ccc(Cl)cc3)ccc2O1,3,.,0.1,0,1.3,-5,14,9

# The listing, from the start:
SMILES,esBAF inh,FN deposit inh,Xi reactivation,S100A4 inh HTS,E-sel inducer,RAD54 inh,RAD52 anneal inh,EWS-Fli block
OC(c1ccccc1)c1ncc(-c2ccccc2F)[nH]1 (stereo not given),62*,-2,0.2,3,-0.1,-4,-11,-83
COC(=O)C1SCC2C(=O)N(Cc3cccc(C)c3)CC(=O)N21 (stereo not given),.,-6,0.1,2,.,-6,-7,6
COc1cccc(-n2cc(C(=O)NC(C)C)c3ccccc3c2=O)c1,1,1,0.4,6,0.8,5,-3,8
CC(=O)Nc1ccc(S(=O)(=O)NCCC(=O)NCC2COc3ccccc3O2)cc1 (stereo not given),-7,3,0.2,9,6.5,7,-9,-14
CCCCN(CC)CCCNC(=O)CN1C(=O)CSc2ccc(S(=O)(=O)N3CCOCC3)cc21,.,-3,0.0,3,.,.,-4,-11
COc1ccc(NC(=S)N2CCN(CCN3C(=O)c4cccc5cccc(c45)C3=O)CC2)cc1,5,-5,0.0,-6,4.4,23,-23,-6
COc1cc2c(cc1OC)C(c1cccc([N+](=O)[O-])c1)N(C(=O)CCC(=O)O)CC2 (stereo not given),0,4,0.1,-4,0.1,-11,-15,-13
C[C@H]1CCCCO[C@@H](CN(C)C(=O)Nc2ccc(C(F)(F)F)cc2)[C@@H](C)CN([C@@H](C)CO)C(=O)c2cc(NS(=O)(=O)c3ccc(Cl)cc3)ccc2O1,3,.,0.1,0,1.3,-5,14,9
COc1ccc(NC(=O)N2CCC3(CC2)CN(C(C)=O)[C@@H](CO)c2[nH]c4cc(OC)ccc4c23)cc1,.,.,0.3,-8,0.2,.,4,-6
O=[N+]([O-])c1c(NCCCO)cc(N2CCN(Cc3ccc4c(c3)OCO4)CC2)c2nonc12,2,4,0.0,3,-0.2,-3,-51,11
O=C(CSc1nc(-c2ccccc2)nc2ccc(F)cc12)Nc1ccc(C(=O)O)cc1,.,15,0.0,1,0.2,.,-6,8
CCC(C)[C@H](NC(=O)NCc1cccnc1)C(=O)OC (stereo not given in full),.,-17,0.5,-7,6.5,.,-9,20
O=C(Nc1ccc(F)cc1F)Nc1sccc1-c1nc2ccccc2s1,-2,-4,0.1,-3,0.4,.,-12,-25
CCN(C(=O)c1cc2c(=O)n3cccc(C)c3nc2s1)C1CCCCC1,67*,6,0.5,-5,.,0,-2,-34
NC(=O)CCC(C(=O)O)N1C(=O)c2ccc(O)cc2C1=O (stereo not given),3,-3,0.0,1,.,-3,4,0
CCN(CC)S(=O)(=O)c1ccc(N2CCCCC2)c(NC(=O)C2CSC3(C)CCC(=O)N23)c1 (stereo not given),-5,0,0.0,-4,-0.1,-7,31,8
Cc1ccc(S(=O)(=O)N(C)c2ccccc2C(=O)N2CCCC2)cc1,-1,.,0.0,0,-0.1,8,4,-4
CCOc1ccc(S(=O)(=O)n2nc(C)c(S(=O)(=O)N3CCOCC3)c2C)cc1,18,-13,0.0,-5,.,-3,-13,3
O=C(C[C@@H]1C=C[C@@H](NC(=O)CN2CCOCC2)[C@H](CO)O1)NCCc1ccccc1,-4,.,0.2,3,-0.1,2,-7,4
C[C@H](CO)N1C[C@H](C)[C@H](CN(C)C(=O)Cc2ccccn2)Oc2ncc(-c3ccc(F)cc3)cc2C1=O,-1,-2,0.4,8,-0.2,-2,-12,-10
O=C(CNC(=O)C1CC1)Nc1ccc(F)c(F)c1F,9,1,0.1,-10,0.2,-5,-13,5
CC(C)Nc1nc(-c2ccccc2F)c2sc(-c3ccccc3)cc2n1,-1,-3,0.0,-13,1.7,-8,-25,-2
COC(=O)[C@]12C[C@H](CC(=O)N3CCCCC3)C(=O)N(Cc3ccc4c(c3)OCO4)C1=C[C@H](COCc1ccccc1)O[C@@H]2C,.,6,0.0,13,-0.1,.,-11,-8
CCc1nonc1NC(=O)c1oc2ccc(C)cc2c1C,40,4,0.1,-2,.,5,-4,.
O=C(Nc1ccccc1)Nc1cccc(-c2cn3cccnc3n2)c1,39,3,0.0,-1,1.6,-12,-27,-54
COCC(=O)NC[C@H]1N[C@H](CO)[C@@H]1c1ccc(-c2ccccc2F)cc1,-8,8,0.0,3,0.1,2,-24,-5
Cc1cccc(-c2ccc([C@@H]3[C@@H](CO)N4CCCCN(S(=O)(=O)c5cccs5)C[C@@H]34)cc2)c1,.,.,0.8,-12,-0.1,1,-21,4
CN(Cc1ccccc1)CC1C2CCC(C2)C1O (stereo not given),-2,-7,0.0,2,.,-5,-14,-4
CC(=O)c1ccc(NC(=O)CN2CCC(C(=O)c3ccc(F)cc3)CC2)cc1,-3,0,0.0,4,.,0,-16,10
O=C/C(=C\Nc1ccc(C(=O)N2CCOCC2)cc1)c1nc2ccccc2o1,-2,-1,1.4,3,.,-1,-56,22
CCCCOc1cccc(C(=O)NC(=S)Nc2ccc(Cl)c(C(=O)O)c2)c1,5,-2,0.0,3,1.9,3,-6,-10
Cc1noc(C)c1NC(=O)N[C@H]1CC[C@H](CCNC(=O)C2CC2)O[C@H]1CO,-3,-12,-0.9,-28,0.0,-1,13,-2
N#Cc1ccccc1NC(=O)CN(Cc1ccccc1)Cc1ccccc1,-7,1,0.5,-6,1.2,-5,-23,5
S=C(NC1CCCC1)NN1CCOCC1,.,.,0.2,-2,.,.,-7,15
COC(=O)C[C@H]1CC[C@H]2[C@@H](COc3ccc(NC(=O)Nc4cccc(C)c4)cc3C(=O)N2C)O1,-2,-10,0.0,5,0.0,1,14,5
O=C(O)c1cc(-c2ccccc2)nc(-c2ccccc2)c1,-4,0,0.0,0,-0.3,-14,-10,2
Cc1nc(-c2cccc(NC(=O)c3ccc(-n4nccc4C)cc3)c2)cs1,39,0,-0.1,-18,-1.8,.,-35,-44
O=C(Nc1ccc(F)cc1)N1CC(=O)N2[C@H](C1)[C@@H](c1ccc(C#Cc3ccc(F)cc3)cc1)[C@@H]2CO,.,-15,0.1,2,0.0,.,-14,-11
COc1ccc(-c2nn(-c3ccccc3)cc2C(=O)NCC(c2cccs2)N2CCOCC2)cc1 (stereo not given),.,-1,0.1,1,0.3,.,9,-4
CC(=O)OCC1(C)CN(c2ccccc2)N(C(C)=O)C1=O (stereo not given),.,.,0.3,-6,.,.,-8,-4
C[C@@H](O)C#Cc1ccc2c(c1)O[C@@H](CN(C)C(=O)C1CC1)[C@@H](C)CN([C@@H](C)CO)S2(=O)=O,0,-10,-0.9,0,1.1,6,10,-5
COc1cccc(S(=O)(=O)Nc2ccc3c(c2)[C@H]2C[C@@H](CC(=O)N[C@@H](C)c4ccccc4)O[C@@H](CO)[C@H]2O3)c1,9,.,0.0,-1,-0.6,-2,-5,1
C[C@H]1CN([C@@H](C)CO)C(=O)c2cc(NS(C)(=O)=O)ccc2O[C@@H]1CN(C)S(=O)(=O)c1cccs1,-3,-8,0.2,-3,0.1,2,2,-1
O=C(Nc1ccccc1)N[C@@H]1CC[C@@H](CCn2cc(-c3ccccc3F)nn2)O[C@H]1CO,.,.,-0.1,0,0.1,.,-1,6
COc1ccc2[nH]c3c(c2c1)CCN1C(=O)C(CC(=O)NCCC2=CCCCC2)C[C@H](C(=O)N2CCOCC2)[C@@]31CCC1CCCC1 (stereo not given in full),14,3,0.1,7,0.9,-17,-17,-11
COc1ccc(CN(C)C[C@H]2OCCCC[C@@H](C)Oc3ccc(NS(=O)(=O)c4ccc(Cl)cc4)cc3C(=O)N([C@H](C)CO)C[C@H]2C)cc1,1,-1,0.3,-8,.,-12,55*,8
Cc1ccc(C(=O)Nc2cccc(NC(=O)c3ccc(C)cc3)n2)cc1,.,4,0.0,8,.,1,-24,-22
c1ccc(CCC2Cc3ccccc3N2)cc1 (stereo not given),25,-1,-0.1,-40,-0.1,-4,-32,-19
CO[C@H]1CN(C)C(=O)c2ccc(NC(=O)c3ccccc3)cc2OC[C@@H](C)N(C(=O)CN(C)C)C[C@H]1C,-2,-5,0.1,16,0.1,7,-5,2
O=C(CN1C(=O)NC2(CCCCCCC2)C1=O)NCc1cccs1,0,6,0.0,-2,.,1,-10,0
Cc1nnc(NC(=O)CN2C(=O)NC3(CCCC3)C2=O)s1,1,-3,0.0,-4,0.9,-11,-6,2
CCNC(=O)C1(C)CCN(Cc2ccc(C(F)(F)F)cc2)C1 (stereo not given),-9,-9,0.2,5,0.2,-12,-9,6
COc1ccc(CCCNC(=O)C2Cc3c(-c4cccc(C(C)=O)c4)ccnc3O2)cc1 (stereo not given),-17,11,0.0,-3,0.8,-3,-11,?
